High-throughput results (PubChem BioAssay)
ABHD5-PLIN5 inh = blocks binding of human ABHD5 to perilipin-5; Q00G26+Q8WTS1; Split G. princeps luciferase complementation, luminescence, 4 h; inhibition, % at 4 µM; 0.78% of 360,000 active;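 active = inhibition above the mean inhibition across every tested compound plus 3 SD, cut at about 22% in these data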;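 note: 0% = DMSO only wells and the 100% control is not disclosed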
Cardio protect = myocardial damage modulation in H9c2 cells. H9c2 cardiomyocytes, H2O2 injury protection, ATPLite, 2 h. protection from H2O2 cell death, % at 20 µM. 0.63% of 360,000 active. AID 588492;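 active = compounds giving at least 50% protection of heart cells from peroxide-induced death in the single-dose screen, raw or plate-pattern-corrected value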;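 note: 0% = DMSO wells with peroxide and 100% = DMSO wells without peroxide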
iPSC survival up = increases survival of single human iPS cells; hiPSC single-cell survival, ATPlite luminescence; 100% = ROCK inhibitor wells, 0% = DMSO; 0.044% of 360,000 active; survival enhancement, % at 20 µM; in the data active = survival enhancement above about 18%;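 note: cells exposed to compounds for 16 hours before the ATP read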
ABCB6 inh 2 = human ABCB6 transporter inhibition | Q9NP58 | K562-ABCB6 porphyrin accumulation, flow cytometry, 1 h; stronger effect = lower value | fluorescence ratio to DMSO, % at 10 µM | 0.19% of 360,000 active;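 active = fluorescence ratio to DMSO below 75%, the collection mean minus 3 SD; inconclusive = too few cells collected in the well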;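 note: signal is porphyrin accumulated inside mitochondria; 100% equals median channel fluorescence of DMSO control wells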
Glyco luc inh = N-linked glycosylation inhibition; D54 ERlucT glycosylation luciferase reporter, 24 h; percent of 100 nM tunicamycin response; reporter increase, % at 12.5 µM; 0.23% of 360,000 active; AID 588692;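 active = mean luciferase reporter signal, scaled so untreated is 0 and the glycosylation-blocking control 100, at or above a set limit in every replicate; inconclusive = mean reaches the limit but not every replicate does; inactive = mean below the limit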;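 note: luciferase carries N-glycosylation sites so blocking glycosylation raises the light; 0% = median of neutral control wells and 100% = median of 100 nM tunicamycin wells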
MC4R antagonist = antagonists of human melanocortin 4 receptor (MC4R) | P32245 | inhibition, % at 6.5 µM | AID 540295 | 0.48% of 360,000 active | MC4R-expressing cells, MTII-stimulated cAMP, LANCE TR-FRET;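 active = inhibition above its plate's cutoff, the mean of tested wells on that plate plus 3 SD, cut at about 29% in these data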;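 note: 0% = Melanotan II alone and 100% = Melanotan II plus saturating MCL0020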
Target sequence (P32245 whole entry, looked up): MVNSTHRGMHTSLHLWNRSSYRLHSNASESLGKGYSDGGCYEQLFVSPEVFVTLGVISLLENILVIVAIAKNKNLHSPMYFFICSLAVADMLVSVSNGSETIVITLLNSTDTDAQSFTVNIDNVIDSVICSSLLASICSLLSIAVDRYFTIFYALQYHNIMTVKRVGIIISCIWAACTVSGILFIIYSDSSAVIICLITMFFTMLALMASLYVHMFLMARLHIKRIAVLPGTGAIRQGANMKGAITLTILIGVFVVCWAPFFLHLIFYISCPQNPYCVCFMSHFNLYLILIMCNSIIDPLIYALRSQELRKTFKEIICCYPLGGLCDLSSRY
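system = U2OS cells with stable human MC4R expression | also added = Melanotan II challenge after compound preincubation | dosing = one concentration, 6.5 µM nominal | incubation = compound 30 min, challenge 1 h, detection 1 h | measured by = TR-FRET with Eu-cAMP and labeled anti-cAMP, 671 nm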
MC4R barr agon = agonists of human melanocortin 4 receptor (MC4R) beta-arrestin | P32245 | U2OS MC4R beta-arrestin complementation, luminescence; percent of melanotan II response, DMSO zero | activation, % at 8.9 µM | 0.98% of 360,000 active;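 active = activation above a per-plate cutoff, the mean activation of sample wells on that plate plus 3 SD, cut at about 8% in these data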
HTR2A ag = activates the mouse 5-HT2A serotonin receptor; P35363; CHO-K1 mHTR2A beta-arrestin complementation, luminescence; percent of 30 µM serotonin response; activation, % at 7.6 µM; 0.66% of 360,000 active; AID 624169;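 active = activation above a run cutoff, the mean activation of all tested compounds plus 3 SD, cut at about 14% in these data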;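 note: 0% = plate median of compound wells and 100% = 30 µM serotonin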
Target sequence (P35363 whole entry, looked up): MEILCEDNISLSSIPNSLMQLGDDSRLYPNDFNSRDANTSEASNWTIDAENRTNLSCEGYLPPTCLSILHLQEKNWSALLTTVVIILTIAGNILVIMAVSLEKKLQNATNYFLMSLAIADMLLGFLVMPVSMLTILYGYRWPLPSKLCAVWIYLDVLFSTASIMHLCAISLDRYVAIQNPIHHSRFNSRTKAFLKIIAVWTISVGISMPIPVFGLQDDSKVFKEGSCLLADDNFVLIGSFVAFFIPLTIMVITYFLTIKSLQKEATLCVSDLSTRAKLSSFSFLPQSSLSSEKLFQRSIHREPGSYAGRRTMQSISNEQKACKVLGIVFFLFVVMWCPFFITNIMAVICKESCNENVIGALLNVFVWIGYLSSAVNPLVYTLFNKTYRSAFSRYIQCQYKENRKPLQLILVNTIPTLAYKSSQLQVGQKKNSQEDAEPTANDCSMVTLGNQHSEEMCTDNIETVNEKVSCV
Exocytosis inh = blocks lytic granule exocytosis; TALL-104 LAMP-1 surface exposure, flow cytometry; cells stimulated with thapsigargin and PMA; inhibition, % at 10 µM; 0.66% of 360,000 active; AID 651702;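 active = inhibition above about 55%, limit read from the data; inconclusive = no clear call, values can overlap the other calls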
aDG glyco up = alpha-DG glycosylation activation; Pro5-aDG cells, alpha-DG glycosylation AlphaScreen (IIH6); 0% Pro5, 100% B10-LARGE cell signal; activation, % at 10 µM; 0.22% of 360,000 active; AID 624168;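 active = activation of at least 8% versus controls, or a plate z-score of at least 8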;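 note: Pro5 are CHO cells carrying HIG-tagged alpha-DG that lacks glycosylation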
Active calls of the source: *; ? = inconclusive; . = not tested or not shown.

SMILES	ABHD5-PLIN5 inh	Cardio protect	iPSC survival up	ABCB6 inh 2	Glyco luc inh	MC4R antagonist	MC4R barr agon	HTR2A ag	Exocytosis inh	aDG glyco up
O=C(NC1CCCCCC1)C1CCN(S(=O)(=O)c2c(Cl)cccc2Cl)CC1	-4	-8	-0.4	95	-4	3	-2.8	-1	-3	0.3
CC(C)NC(=S)N=Nc1c(O)[nH]c2ccc([N+](=O)[O-])cc12	2	2	0.7	99	9	-12	0.2	7	2	2.4
Cc1ccc(NC(=O)c2c([N+](=O)[O-])cnn2C)cc1C	2	-4	2.8	105	-1	15	-0.8	-2	0	-0.1
CCc1ccc(NC(=S)N2CCN(c3cccc(OC)c3)CC2)cc1	-4	4	-0.6	101	-2	3	3.4	-1	-5	0.1
COCCn1c(SCC(=O)Nc2ccccc2C)nc2c(oc3ccccc32)c1=O	9	-3	-0.6	90	1	-6	1.1	4	-9	0.6
C#CCOCCOCCOCCNc1nc(N2CCOCC2)nc(N2CCN(C(=O)Cn3cc(CC(C)O)nn3)CC2)n1 (stereo not drawn)	-10	1	1.9	101	1	-5	0.5	6	1	-0.2
CC(=O)Oc1ccccc1/C=C1\CCOC1=O	-6	-1	1.0	97	1	2	0.1	-3	1	0.0
O=S(=O)(c1ccccc1)c1nc(-c2ccco2)oc1NCCCn1ccnc1	2	7	-2.0	98	0	2	1.6	-2	2	-0.1
COc1ccc(NC2=Nc3ccccc3N3C2=Nc2c(c(C)nn2-c2ccc(C)cc2)C3c2cccnc2)cc1 (stereo not drawn)	-1	-5	3.5	110	-8	1	1.1	4	10	0.0
COC(=O)CC1COc2ccccc2N1C(=O)c1ccc(OC)cc1 (stereo not drawn)	-6	0	1.7	105	-1	-5	1.5	-5	1	0.2
CCn1c(SCC(=O)n2nc(C)cc2C)nnc1-c1ccc2c(c1)OCO2	4	0	0.1	94	0	7	-1.9	0	-1	-0.2
O=C(C1CCC1)N(CCc1ccccc1)Cc1nc2ccccc2c(=O)[nH]1	-3	7	-2.0	96	1	-1	0.4	-3	-2	-0.2

Quoted at random: 2 entries already listed, in no set order.
SMILES	ABHD5-PLIN5 inh	Cardio protect	iPSC survival up	ABCB6 inh 2	Glyco luc inh	MC4R antagonist	MC4R barr agon	HTR2A ag	Exocytosis inh	aDG glyco up
COCCn1c(SCC(=O)Nc2ccccc2C)nc2c(oc3ccccc32)c1=O	9	-3	-0.6	90	1	-6	1.1	4	-9	0.6
CCn1c(SCC(=O)n2nc(C)cc2C)nnc1-c1ccc2c(c1)OCO2	4	0	0.1	94	0	7	-1.9	0	-1	-0.2

Next part
SMILES	ABHD5-PLIN5 inh	Cardio protect	iPSC survival up	ABCB6 inh 2	Glyco luc inh	MC4R antagonist	MC4R barr agon	HTR2A ag	Exocytosis inh	aDG glyco up
Cc1sc(NC(=O)CN2CCCC2)nc1-c1ccc2c(c1)CCN2C(=O)c1ccc(F)cc1	7	1	-0.4	98	-3	5	0.1	2	8	0.4
COc1ccc(C(C(=O)NC2CCCC2)N(C(=O)c2ccco2)c2cc3c(cc2C(C)=O)OCO3)cc1OC (stereo not drawn)	10	-2	0.1	91	2	-1	2.3	7	5	0.2
O=C(NCCC(F)(F)F)C1Cc2c(-c3ccccc3Oc3ccccc3)ccnc2O1 (stereo not drawn)	-3	0	1.5	95	-8	1	-0.1	0	-2	0.6
C[C@H](CO)N1C[C@H](C)[C@@H](CN(C)S(C)(=O)=O)Oc2c(NC(=O)C3CCCCC3)cccc2C1=O	2	7	1.5	101	6	11	-1.1	-4	0	0.1
COc1ccccc1CNC(=O)C(CC(C)C)NS(=O)(=O)c1ccc2c(c1)oc(=O)n2C (stereo not drawn)	-6	15	-0.1	104	0	-4	0.5	1	4	0.1
CCCCNC(=O)C1(C)CCN1C(=O)c1cccc(OC(C)=O)c1C (stereo not drawn)	-3	1	0.1	106	1	-2	-0.1	1	-1	-0.1
COC(=O)C(Cc1ccccc1)NC(=O)CCNC(=O)c1ccc(Br)cc1 (stereo not drawn)	-15	-1	0.2	104	1	29*	1.5	-10	-4	0.0
Nc1ncnc2c1ncn2[C@@H]1O[C@H](C(=O)NS(=O)(=O)c2c(Cl)nc3sccn23)[C@@H](O)[C@H]1O	2	-1	3.3	101	-2	.	.	7	-3	-0.3
N=c1n(CC(=O)c2ccc(Br)cc2)c2ccccc2n1Cc1ccccc1	-6	-28	-3.7	100	-5	0	0.2	-1	-3	9.1*
Cc1nn(-c2cc(C)c3ccccc3n2)c2c1C1C(C2)C1(C)C (stereo not drawn)	0	-8	1.0	98	0	0	-0.4	-4	0	0.2
Cc1ccc2sc(-c3ccc(NC(=O)/C=C\C(=O)O)cc3)nc2c1	-1	-20	-1.7	98	-13	10	-4.6	3	3	-0.2
Cc1nn(C(C)C(=O)Nc2ccc3c(c2)OCO3)c(C)c1[N+](=O)[O-] (stereo not drawn)	-1	-6	0.1	94	4	18	1.1	2	-1	0.0
CC(=C1C(=O)c2ccccc2C1=O)N1CCN(c2ccccn2)CC1	-2	12	-2.6	104	0	0	-1.2	4	-2	-0.3
CCn1nnnc1SCC(=O)c1cc(Cl)ccc1OC	8	10	0.9	97	1	6	-3.4	1	-1	-0.2
Cc1ccc(NC(=O)CCC(=O)OCCCC(F)(F)C(F)(F)F)cc1	3	12	-1.7	100	3	-7	1.9	5	-4	-0.1
O=C(CSc1nnc(CNC(=O)c2ccco2)o1)NC1CCCC1	-5	8	3.9	98	-1	8	1.1	0	0	0.2
COc1cc(C)c(Cl)c(C)c1S(=O)(=O)NCc1cccnc1	5	-2	0.3	96	2	1	-0.4	-3	-4	-0.1
C=CCNC(=S)NNC(=O)COc1c(Cl)cc(Cl)cc1Cl	-3	-1	4.6	103	2	9	-1.1	0	7	0.0
O=C(NCc1cccnc1)c1ccc(S(=O)(=O)N2CCCCC2)cc1	1	-1	0.8	86	-6	10	0.3	-4	4	0.1
COc1ccc(S(=O)(=O)CC2(O)CCN(C(=O)CC(C)C)CC2)cc1	1	0	0.7	96	1	-1	-0.8	6	-1	0.3
COc1ccc(CNC(=O)Cn2ncn3c(cc4ccccc43)c2=O)cc1	2	-4	-0.5	92	1	-5	2.9	2	-2	0.1
NS(=O)(=O)c1ccc(N/N=C/c2cn(-c3ccccc3)nc2-c2cccs2)cc1	1	30	0.5	98	-2	19	1.2	-5	3	0.7
O=C(CCCCn1c(=O)c2ccccc2n(Cc2ccccc2)c1=O)NC1CCN(Cc2ccccc2)CC1	11	1	-0.5	97	-2	0	0.9	-4	24	1.9
CN(C)CCn1c(=O)n(Cc2ccco2)c(=O)c2c3c(sc21)CCCCC3	16	-5	-0.5	104	2	11	-0.4	2	4	-0.1
CCCCc1n(CC(=O)c2ccc(Cl)cc2)c2ccccc2[n+]1C	8	-4	0.9	96	1	2	-1.2	-4	-2	0.1
CCCCCCn1c(=O)n2n(c1=O)[C@@H]1CN(S(=O)(=O)c3ccc(C)cc3)C[C@]1(O)[C@@H](OC(=O)Nc1c(C)noc1C)C2	-11	-13	0.0	97	3	9	0.0	-1	-2	0.2
O=C(NCc1ccc2c(c1)OCO2)c1ccc(Cl)nc1	-1	-1	1.4	97	0	4	-0.8	1	-1	0.0
C#CCOCCOCCOCCNc1nc(N2CCN(C(=O)CCCCCCCCCCNC(=O)[C@@H](CCSC)n3cc(CCO)nn3)CC2)nc(N2CCN(C(=O)CCCCCCCCCCNC(=O)[C@H](CCCN=C(N)N)n3cc(C[C@@H](C)CC)nn3)CC2)n1	64*	7	4.6	96	-13	60*	-0.5	0	-3	-0.2
COC(=O)c1sccc1NN1C(=O)c2ccccc2C1=O	1	1	0.1	100	2	15	1.3	7	-2	0.0
COc1cc(C2CC(C(F)(F)F)n3ncc(C(=O)O)c3N2)cc(OC)c1OC (stereo not drawn)	-7	-2	-0.1	101	3	3	-2.0	-4	4	0.1
COc1cc(S(=O)(=O)NCC2OCCc3ccccc32)ccc1-n1cnnn1 (stereo not drawn)	2	-6	-0.7	103	-1	6	-1.2	8	3	0.4
CCN1C(=O)[C@H]2[C@@H](c3ccc(C(F)(F)F)cc3)N[C@]3(CCCN(Cc4ccc(Cl)cc4)C3=O)[C@H]2C1=O	-4	-6	0.4	97	-4	4	-1.6	3	0	0.2
Cc1nn2cc(-c3ccc(N)cc3)nc2s1	2	0	-1.6	97	-7	-8	0.2	-2	-1	1.0
O=c1oc2ccccc2c(O)c1/C=C1\C=Nc2ccccc21	-3	-1	5.2	102	1	-5	-1.2	3	-3	-0.1
COc1cc(/C=N\NC(=O)c2ccc(Cn3cc(Br)c([N+](=O)[O-])n3)o2)cc(OC)c1O	-8	2	-0.9	102	3	-1	-2.5	3	4	0.2
COCCNC(=O)c1ccc2c3n(nc2c1)-c1ccc(C)cc1CO3	-13	-2	-3.6	97	5	2	1.1	3	6	0.1
Cc1nc2sc3c(O)cc(=O)[nH]c3c2c(C)c1C	-8	-3	2.6	91	-1	0	-1.7	-5	-2	0.2
COc1ccc(S(=O)(=O)Nc2cccc(C)n2)c2ccccc12	5	-12	-0.5	96	2	0	-0.7	1	1	0.0
O=C(Nc1nccs1)C12CC3CC(C1)CC(C(=O)Nc1nccs1)(C3)C2	6	-16	4.8	97	1	20	0.6	1	6	-0.3
O=C(O)c1ccc2nc(CO)[nH]c2c1	2	5	-2.0	95	2	3	-1.9	-4	-2	0.0
COc1ccc2c(c1OC)C(=O)OC2Nc1nc(-c2cc3cc([N+](=O)[O-])ccc3oc2=O)cs1 (stereo not drawn)	-5	11	-1.7	98	2	-18	-3.2	-3	3	-0.1
CC(C)Cn1c(O)c(N=NC(=O)c2cccc(S(=O)(=O)N3CCCCC3)c2)c2ccccc21	-7	6	1.5	97	-8	1	-3.0	-2	0	-0.7
COc1ccc(NC(=O)CSc2nnc3ccc(-c4ccncc4)nn23)cc1OC	4	12	0.1	104	-2	-5	-1.6	-1	-3	0.1
COc1ccc(/C=C2/C(=N)N3N=C(CC(=O)N4CCCC4)SC3=NC2=O)cc1	5	-6	-0.3	103	3	6	-1.2	0	1	0.1
S=C(Nc1ccccc1Cl)N1CCCC(c2ccccc2)=N1	-2	-4	-0.4	92	-2	6	-1.0	-3	-6	-0.2
O=C(CN1C(=O)NC2(CCCC2)C1=O)OCc1ccccc1F	-1	4	-1.8	89	2	2	-0.8	0	-18	-0.3
O=C(CSc1nn(-c2ccccc2)c(=S)s1)Nn1cnnc1	3	1	4.7	101	2	-3	0.1	10	-1	0.3
CC(C)CCNC(=O)c1ccc2c(SCC(=O)O)c3c(nc2c1)CCCC3	-4	0	1.0	104	1	-2	0.5	-2	-4	-0.1
COc1ccc(CNC(=O)c2ccc(CS(=O)Cc3cccc(Cl)c3)o2)cc1 (stereo not drawn)	12	3	0.5	84	-1	2	-0.4	12	?	-0.1
Cc1ccc(NC(=O)c2ccc(OC(=O)COc3ccc(Cl)cc3C)cc2)cc1	3	-6	-0.7	100	-1	3	-0.8	-1	-7	0.2
N#CC(C#N)=Cc1ccc(OCC(=O)N2CCOCC2)cc1	-7	-1	-0.6	103	2	5	-2.5	2	5	-0.6

This is a random part of the collection. Share with any hit: about 4.5%.
